Screening data: PubChem BioAssay, several laboratories
proCasp3 act: activators of human procaspase-3 D3A mutant, primary screen, biochemical, absorbance, PC-3 D3A mutant, single concentration; hit rate 0.11% among 330,000; activation, % at 8.5 µM; recombinant procaspase-3 D3A, Ac-DEVD-pNA absorbance 405 nm; AID 463141, 2010;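 active means activation above the mean of all tested compounds plus 3 SD, cut at about 21% in these data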;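 further: 0% = DMSO alone and 100% = DMSO wells spiked with extra 5 µM PC-3 D3A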
Target sequence (P42574 whole entry D9A/D28A/D175A): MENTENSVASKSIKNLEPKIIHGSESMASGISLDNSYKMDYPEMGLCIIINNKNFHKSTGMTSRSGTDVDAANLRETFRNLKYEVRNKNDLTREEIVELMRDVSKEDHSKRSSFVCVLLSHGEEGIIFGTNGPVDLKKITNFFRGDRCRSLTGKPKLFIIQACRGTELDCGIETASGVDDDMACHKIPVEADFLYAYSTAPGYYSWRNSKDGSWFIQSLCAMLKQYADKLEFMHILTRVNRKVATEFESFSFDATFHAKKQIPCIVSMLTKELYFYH
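Assay system – Procaspase-3 D3A mutant · Benchmarks – DMSO low control, extra-enzyme high control · Technique – 405 nm absorbance of p-nitroaniline, reads at 0 and 120 min · Doses – 8.5 µM nominal · Measure – % activation between DMSO and enzyme-spiked controls · Also added – Ac-DEVD-pNA chromogenic peptide substrate · Schedule – 1 h compound preincubation, 2 h substrate hydrolysis at 25 °C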
CIT2-GFP yeast: modulators of CIT2-GFP expression in yeast, primary screen, S. cerevisiae, GFP fusion, multiplex flow cytometry, MLPCN library; AID 2029, 2009; hit rate 0.065% among 320,000; GFP response vs DMSO, % at 10 µM; S. cerevisiae CIT2-GFP strain, 3 h; 100 means same as DMSO wells;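 active means GFP response relative to DMSO above a set limit, near the screen mean plus 3 SD, cut at about 150% in these data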;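 further: ratio of well median GFP fluorescence to mean of DMSO wells on the plate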
LAP4-GFP MLPCN: modulators of LAP4-GFP expression in yeast, primary screen, S. cerevisiae, multiplex flow cytometry, MLPCN library. AID 2023, 2009. hit rate 0.34% among 320,000. GFP response vs DMSO, % at 10 µM. 3 h; median GFP as percent of DMSO wells;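 active means GFP response vs DMSO above a set limit, about the screen mean plus 3 SD, cut at about 150% in these data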
AGP1-GFP MLPCN: modulators of AGP1-GFP expression in yeast TOR pathway, primary screen, cell-based, multiplex flow cytometry, S. cerevisiae, MLPCN library; 3 h; GFP as percent of DMSO wells; GFP response vs DMSO, % at 10 µM; hit rate 0.02% among 320,000; AID 2066, 2009;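 active means GFP response relative to DMSO above a set limit, near screen average plus 3 SD, cut at about 150% in these data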;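 further: median GFP channel fluorescence of the gated AGP1 strain per well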
MEP2 TOR yeast: modulators of MEP2-GFP levels in yeast, primary screen, S. cerevisiae, multiplex flow cytometry, MLPCN library; GFP response vs DMSO, % at 10 µM; AID 2016, 2009; hit rate 0.51% among 330,000; S. cerevisiae MEP2-GFP strain, 3 h; 100% = DMSO control level;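 active means GFP response versus DMSO above a set limit, roughly screen mean plus 3 SD, cut at about 180% in these data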;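 further: median GFP fluorescence of the barcode-gated MEP2-GFP cells per well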
proCasp7 act: procaspase-7 activators, primary screen, counter-screen for procaspase-3 activator project, biochemical, absorbance, HTS, human; Caspase-7 (Homo sapiens), P55210; recombinant procaspase-7, Ac-DEVD-pNA absorbance 405 nm; D23A/D198A/D206A triple mutant, cannot self-cleave; scale: DMSO 0, 5 µM enzyme 100; activation, % at 8.5 µM; hit rate 0.093% among 330,000; AID 463210, 2010;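 active means percent activation above the screen-wide mean plus 3 SD, cut at about 25% in these data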
Target sequence (P55210 whole entry D23A/D198A/D206A): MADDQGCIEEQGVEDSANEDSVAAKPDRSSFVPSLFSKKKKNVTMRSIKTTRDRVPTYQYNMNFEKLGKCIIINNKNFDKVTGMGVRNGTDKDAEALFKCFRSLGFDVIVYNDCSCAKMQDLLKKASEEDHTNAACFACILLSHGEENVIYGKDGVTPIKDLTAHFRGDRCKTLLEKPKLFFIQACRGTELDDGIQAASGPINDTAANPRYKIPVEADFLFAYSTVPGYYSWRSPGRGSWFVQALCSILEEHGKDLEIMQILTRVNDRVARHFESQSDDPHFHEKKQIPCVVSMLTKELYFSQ
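System: Uncleavable procaspase-7 mutant enzyme; Amount: 2 µM procaspase-7 mutant as dispensed; Schedule: 1 h compound preincubation, 2 h substrate cleavage, 25 °C; Measured by: 405 nm absorbance of p-nitroaniline; Evaluation: percent activation from buffer-corrected 0–120 min absorbance change; Control set: low DMSO alone, high DMSO plus 5 µM PC-7.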
RPL19A-GFP yeast: RPL19A-GFP expression modulators in yeast, primary screen, cell-based, S. cerevisiae, multiplex flow cytometry, MLPCN; S. cerevisiae RPL19A-GFP strain, 3 h; stronger effect = lower value; percent response vs DMSO, % at 10 µM; hit rate 0.3% among 330,000; AID 2025, 2009;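 active means percent response vs DMSO below 50%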;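 further: median channel GFP fluorescence of the barcoded RPL19A-GFP strain; ratio of sample median GFP to plate DMSO average so 100% = DMSO; lower means less RPL19A-GFP as with rapamycin TOR inhibition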
AHR act: AHR activators, primary screen, cell-based, luminescence, luciferase reporter, human; Aryl hydrocarbon receptor (Homo sapiens), P35869; AHR-responsive luciferase reporter cells; activation, % at 5 µM; hit rate 2.5% among 320,000; AID 2796, 2010; in the data active means activation above about 47%;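 further: 0% = vehicle wells and 100% = reference agonist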
The depositor's hits bear a star; . = not tested or not shown.

SMILES | proCasp3 act | CIT2-GFP yeast | LAP4-GFP MLPCN | AGP1-GFP MLPCN | MEP2 TOR yeast | proCasp7 act | RPL19A-GFP yeast | AHR act
COCc1nnc(NC(=O)CC(C)C)s1 | -1.5 | 91.5 | 95.7 | 97.9 | 96.3 | -6.6 | 95.0 | 0.0
O=C(N/N=C/c1cccc([N+](=O)[O-])c1)c1ccc2nc[nH]c2c1 | -4.8 | 95.5 | 99.0 | 101.8 | 106.3 | 6.3 | 99.2 | 3.5
CCc1ccc(-c2cc(C)no2)cc1S(=O)(=O)N1CCOc2ccccc21 | -0.9 | 99.5 | 95.7 | 107.4 | 100.3 | -3.1 | 103.2 | 3.7
Brc1ccc(-c2nnc3sc(CN4CCN(c5ccccc5)CC4)cn23)cc1 | -6.3 | 99.4 | 98.2 | 102.6 | 107.9 | -6.2 | 103.1 | 0.6
COc1ccc(N2CCN(Cc3nc4ccccc4n3C)CC2)cc1 | 0.7 | 94.1 | 91.2 | 99.2 | 99.3 | -2.8 | 98.8 | 23.0
O=C(C[n+]1ccccc1)N/N=C/c1cc(Br)cc(Br)c1O | 3.4 | 94.8 | 97.8 | 87.2 | 102.6 | 1.9 | 105.5 | 0.8
Cc1cc(F)ccc1S(=O)(=O)NCC(c1ccc2c(c1)OCO2)N1CCOCC1 (configuration not stated) | 1.7 | 101.4 | 112.0 | 102.4 | 106.6 | -0.8 | 97.7 | -1.0
CSc1ncc2c(=O)[nH]c(-c3ccccc3)nc2n1 | 2.3 | 105.3 | 86.5 | 104.3 | 106.3 | 2.0 | 107.2 | 1.8
Cc1c(-c2ccccc2Cl)nc2ccccc2c1C(=O)O | 5.7 | 95.0 | . | 95.3 | 93.2 | 5.1 | 87.1 | -0.6
COc1ccc(N2CCN(S(=O)(=O)CCNC(=O)/C=C/c3ccccc3)CC2)cc1 | -4.5 | 104.7 | 97.2 | 100.8 | 98.7 | 5.7 | 97.7 | 4.2
Cc1ccc(C(=O)Nc2c[nH]c(=O)[nH]c2=O)cc1 | 2.1 | 99.9 | 90.9 | 95.1 | 107.1 | 3.1 | 105.9 | 2.5
CN(CC(=O)Nc1ccccc1Cl)CC(=O)c1c(N)n(Cc2ccccc2)c(=O)n(C)c1=O | -2.4 | 95.6 | 102.8 | 97.4 | 99.1 | -3.9 | 97.3 | 0.3
Cc1ccc(S(=O)(=O)N(C)C)cc1NC(=O)c1n[nH]c(=O)c2ccccc12 | 0.4 | 80.1 | 95.5 | 104.2 | 99.9 | 5.5 | 101.1 | 6.1
COc1ccc(C2CC(=O)C(C(c3ccc(O)cc3)C3C(=O)CC(c4ccc(OC)cc4)CC3=O)C(=O)C2)cc1 (configuration not stated) | -6.3 | 89.3 | 88.8 | 19.9 | 239.3* | 3.4 | 60.4 | 12.8
CN1CCN(Cc2nc(Cc3cccc(F)c3)no2)CC1c1ccccc1 (configuration not stated) | 0.1 | 91.0 | 96.2 | 93.9 | 93.1 | 6.5 | 93.8 | 2.5
Cc1cccc(OCC(=O)NNC(=O)c2ccc3nc[nH]c3c2)c1 | 2.7 | 89.9 | 102.3 | 100.0 | 99.4 | -0.5 | 98.6 | 1.5
Cc1ccc(Cn2c(=N)n(CC(=O)c3ccccc3)c3ccccc32)cc1 | -1.5 | 111.3 | 119.1 | 107.2 | 141.9 | 7.8 | 109.8 | 23.6
COc1ccccc1C/C(N)=N/OC(=O)COc1cccc(C)c1C | -2.1 | 100.1 | 104.5 | 105.2 | 104.5 | -0.2 | 102.0 | 4.6
COc1ccc(S(=O)(=O)N(Cc2cc3cc(C)ccc3[nH]c2=O)CC2CCCO2)cc1 (configuration not stated) | 4.5 | 95.4 | 100.0 | 91.2 | 104.7 | -2.2 | 95.6 | 12.8
O=C(CO/N=C/c1ccccc1OC(F)F)NCc1ccco1 | 0.2 | 108.8 | 104.4 | 107.8 | 102.5 | -5.3 | 103.4 | 5.4
CC(C)Cn1nc(C(=O)Nc2nnc(C3CC3)s2)c2ccccc2c1=O | 1.0 | 92.7 | 124.1 | 99.7 | 108.9 | 2.0 | 103.7 | 11.1
CCOC(=O)/C(C#N)=C1/C=CN(Cc2ccccc2)C=N1 | 4.7 | . | 113.3 | 103.8 | 105.3 | 1.3 | 105.8 | -1.4
COc1ccc(C(C(=O)NC2CCCCC2)N(C(=O)Cc2c[nH]c3ccccc23)c2ccc(NC(C)=O)cc2)cc1OC (configuration not stated) | 0.8 | 95.9 | 97.7 | 99.3 | 103.3 | 4.6 | 97.5 | 5.8
Cc1cccc(C)c1NC(=O)CSc1nnc(-c2ccoc2C)n1CCc1ccccc1 | 2.9 | 89.3 | 97.9 | 93.4 | 96.5 | -4.6 | 97.1 | -0.3
Cc1cc(C)nc(SCc2ccc(C(=O)N/N=C/c3ccccn3)cc2)n1 | 4.7 | 88.0 | 98.0 | 93.6 | 91.3 | 3.8 | 92.3 | 3.0

Next section (two carried over from the part before).
SMILES | proCasp3 act | CIT2-GFP yeast | LAP4-GFP MLPCN | AGP1-GFP MLPCN | MEP2 TOR yeast | proCasp7 act | RPL19A-GFP yeast | AHR act
Cc1cccc(C)c1NC(=O)CSc1nnc(-c2ccoc2C)n1CCc1ccccc1 | 2.9 | 89.3 | 97.9 | 93.4 | 96.5 | -4.6 | 97.1 | -0.3
Cc1cc(C)nc(SCc2ccc(C(=O)N/N=C/c3ccccn3)cc2)n1 | 4.7 | 88.0 | 98.0 | 93.6 | 91.3 | 3.8 | 92.3 | 3.0
O=C(COC(=O)c1ccccc1)Nc1ncc([N+](=O)[O-])s1 | -12.0 | 104.1 | 90.8 | 101.8 | 102.6 | -10.4 | 101.0 | 2.8
CC(NC(=O)/C(=C\c1ccco1)NC(=O)c1ccccc1Br)C(=O)O (configuration not stated) | -1.5 | 95.3 | 100.9 | 102.2 | 99.5 | -1.7 | 103.3 | 0.2
CC(=O)N1CCOc2ccc(S(=O)(=O)Nc3ccc(C)cn3)cc21 | 5.0 | 104.3 | 93.9 | 93.0 | 104.1 | 3.0 | 96.7 | -1.9
CCN(C(=O)c1cc2c(=O)n3cccc(C)c3nc2n1CCCOC)C1CCCCC1 | -2.1 | 96.4 | 92.4 | 95.7 | 101.7 | -6.1 | 95.5 | 3.7
CCOc1ccc(NC(=O)CN2CCN(C(=O)c3ccco3)CC2)cc1S(=O)(=O)N1CCCC1 | 4.3 | 106.7 | 107.8 | 106.4 | 100.3 | 1.0 | 102.2 | 0.2
CCC(C)OC(=O)C1=C(C)NC2=C(C(=O)C(C(=O)OC)C(C)C2)C1c1ccc(N(C)C)cc1 (configuration not stated) | -2.6 | 101.0 | 90.5 | 102.8 | 102.9 | 0.6 | 96.4 | 9.6
Cc1cc(C)n(C(C)CC(=O)N2CCc3ccccc32)n1 (configuration not stated) | 2.7 | 99.1 | 84.0 | 94.7 | 97.9 | 3.1 | 101.7 | 22.7
CCOC(=O)C1C(=O)Nc2nc(C)nn2C1c1ccccc1 (configuration not stated) | -2.4 | 97.3 | 89.8 | 103.5 | 94.1 | -2.7 | 97.7 | -3.5
COc1ccc(OC)c(C(=O)c2ccc(C(=O)Nc3ccc4ccccc4c3)cc2)c1 | 5.2 | 102.4 | 97.1 | 103.4 | 102.6 | 0.2 | 106.4 | -3.9
Cc1ccc(CN2CCN(Cc3cn(C)nc3-c3ccccc3)CC2CCO)o1 (configuration not stated) | -0.2 | 95.5 | 92.9 | 100.3 | 97.6 | -2.0 | 100.1 | 2.4
CC(NC(=O)C1CCCCC1)c1ccc2c(c1)OCCO2 (configuration not stated) | -4.9 | . | 92.8 | 105.8 | 100.5 | 6.8 | 99.3 | 1.2
O=C1CC(c2ccc(Cl)cc2)CC(=O)C1CS(=O)(=O)c1ccccc1 (configuration not stated) | -21.8 | . | 134.2 | 81.1 | 88.1 | -31.7 | 78.4 | -2.8
Cc1c(NC(=O)CSc2ncn[nH]2)c(=O)n(-c2ccccc2)n1C | -0.3 | 98.0 | 96.5 | 99.3 | 94.8 | 7.0 | 95.7 | -1.7
CNS(=O)(=O)c1ccc(NC(=O)c2ccc(Cl)cc2Cl)cc1 | 0.0 | 97.0 | 87.9 | 94.6 | 95.9 | -3.4 | 97.9 | -1.3
Cc1onc(-c2ccccc2Cl)c1C(=O)N/N=C(\N)COc1ccc(Cl)cc1 | 3.5 | 101.4 | 95.1 | 97.1 | 99.7 | 3.4 | 98.0 | 4.4
NC(=O)NC(=O)COC(=O)CCCCCNS(=O)(=O)c1ccc2c(c1)OCCO2 | -2.6 | 91.2 | 100.5 | 105.7 | 108.9 | 10.8 | 96.9 | -3.2
O=[n+]1c2c(n([O-])c3ccccc31)CCCC2 | -2.6 | 105.8 | 110.3 | 105.5 | 111.0 | -14.8 | 104.3 | 1.7
CC1(C)OC(=O)C(=CNC(=O)c2c(F)cccc2F)C(=O)O1 | -2.7 | 61.3 | 126.1 | 72.3 | 83.6 | 5.0 | 85.7 | 0.9
O=C1CCCN1Cc1ccccc1 | -0.8 | 93.6 | 109.3 | 92.3 | 97.3 | 1.8 | 98.6 | 5.9
O=C(NCCCN1CCOCC1)C(=O)NCc1ccco1 | -3.6 | 99.8 | 108.7 | 102.2 | 104.0 | 1.1 | 100.4 | -1.3
COC(C(=O)NNS(=O)(=O)c1ccc([N+](=O)[O-])cc1)c1ccccc1 (configuration not stated) | 7.8 | 100.0 | 100.7 | 96.6 | 113.0 | 1.4 | 98.4 | -1.0
Cc1sc(NC(=O)c2ccco2)c(CN2CCN(c3ccccn3)CC2)c1C | -12.4 | 88.5 | 91.7 | 94.4 | 96.5 | -2.1 | 88.1 | -0.5
O=C(COc1ccc(Cl)cc1)NCCSCc1ccccc1Cl | 2.5 | 98.8 | 97.7 | 105.1 | 104.3 | -1.7 | 105.5 | 1.0
CN(CC(=O)NCCc1ccccc1)S(=O)(=O)c1ccccc1 | 1.5 | 82.5 | 84.0 | 85.8 | 88.2 | 2.9 | 94.2 | -0.1
Cc1ncoc1C(=O)Nc1ccc2c(c1)OCCO2 | -3.1 | 115.5 | 110.3 | 101.7 | 102.7 | 3.2 | 103.5 | 20.9
COC(=O)c1cc(NCc2c(F)cccc2Cl)ccc1N1CCOCC1 | -4.5 | 97.2 | 94.6 | 94.3 | 99.1 | 7.9 | 91.4 | 0.6
CC(=O)Nc1ccc(NC(=O)CSc2nnnn2-c2ccccc2F)cc1 | -0.9 | 89.9 | 82.6 | 85.8 | 88.3 | 11.6 | 90.4 | 2.8

2 consecutive compounds out of the list so far, quoted:
SMILES | proCasp3 act | CIT2-GFP yeast | LAP4-GFP MLPCN | AGP1-GFP MLPCN | MEP2 TOR yeast | proCasp7 act | RPL19A-GFP yeast | AHR act
COCc1nnc(NC(=O)CC(C)C)s1 | -1.5 | 91.5 | 95.7 | 97.9 | 96.3 | -6.6 | 95.0 | 0.0
O=C(N/N=C/c1cccc([N+](=O)[O-])c1)c1ccc2nc[nH]c2c1 | -4.8 | 95.5 | 99.0 | 101.8 | 106.3 | 6.3 | 99.2 | 3.5
